PKA-R1A act – activators of PKA-R1A holoenzyme, primary screen, biochemical, fluorescence polarization, Cy5-IP20, bovine R1A, mouse PKAc | cAMP-dependent protein kinase type I-alpha regulatory subunit (Bos taurus) + … | PKA-R1A dissociation; scaled: DMSO 0%, 113 µM cGMP 100% | activation, % at 11.4 µM | actives 0.083% (n = 340,000) | AID 504707, 2011;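 active = percent activation above the mean of all tested compounds plus 3 SD, cut at about 19% in these data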;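 also: higher means more PKAc released from R1A so a rise in polarization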
MOR-DOR ag – agonists of OPRM1-OPRD1 heterodimerization, primary screen, cell-based, luminescence; activation, % at 9.3 µM; AID 504326, 2011; actives 0.3% (n = 340,000); cells; Mu-type opioid receptor (Homo sapiens) + Delta-type opioid receptor (Homo sapiens), …; in the data active = activation above about 18%;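 also: 0% = vehicle-treated cells and 100% = reference agonist; values of inactives mirror those of a sister screen read the other way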
Target sequence (P35372 whole entry, looked up): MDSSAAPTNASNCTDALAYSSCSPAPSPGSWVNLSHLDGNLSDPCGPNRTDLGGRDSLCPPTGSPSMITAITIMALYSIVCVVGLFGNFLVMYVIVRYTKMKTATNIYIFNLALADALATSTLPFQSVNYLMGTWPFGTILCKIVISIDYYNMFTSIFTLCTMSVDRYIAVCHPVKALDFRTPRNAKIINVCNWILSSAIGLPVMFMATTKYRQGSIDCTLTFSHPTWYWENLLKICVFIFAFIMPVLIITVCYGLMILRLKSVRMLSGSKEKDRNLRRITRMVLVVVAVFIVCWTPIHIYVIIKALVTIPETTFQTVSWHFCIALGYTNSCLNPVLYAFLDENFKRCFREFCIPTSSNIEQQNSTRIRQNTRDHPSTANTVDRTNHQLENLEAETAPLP
Target sequence (P41143 whole entry, looked up): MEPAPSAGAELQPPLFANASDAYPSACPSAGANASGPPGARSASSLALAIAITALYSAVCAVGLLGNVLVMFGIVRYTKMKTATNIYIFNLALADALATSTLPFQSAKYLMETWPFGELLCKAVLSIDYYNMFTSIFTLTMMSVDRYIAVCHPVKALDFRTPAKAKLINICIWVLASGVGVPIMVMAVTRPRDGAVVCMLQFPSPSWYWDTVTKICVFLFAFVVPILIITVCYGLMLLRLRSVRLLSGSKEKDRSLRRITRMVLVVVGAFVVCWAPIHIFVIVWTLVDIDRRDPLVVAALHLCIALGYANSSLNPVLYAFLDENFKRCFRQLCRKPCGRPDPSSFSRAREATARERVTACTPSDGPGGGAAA
AddAB inh – growth inhibition of E. coli expressing H. pylori AddAB, primary screen, AddAB inhibitor project, absorbance; inhibition, % at 11.9 µM; actives 0.29% (n = 330,000); in the data active = inhibition above about 12%;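 also: 0% = vehicle wells of infected cells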
SUMO Mot1 rescue – yeast Mot1-301 growth rescue at high temperature, primary screen, SUMOylation pathway inhibitor project, S. cerevisiae, ATP luminescence, 38.5C. S. cerevisiae Mot1-301 growth rescue; percent above DMSO median, 100 means doubled. growth rescue, % at 18.8 µM. actives 1% (n = 320,000);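 active = every valid replicate shows activation above 250% relative to neutral control wells; inactive = the rest, any valid replicate at or below 250%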;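 also: OY570 slx delta 5 strain wells were the positive control but not used for scaling; some compounds called inactive have numbers as strong as hits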
DSG3 Ab inh – inhibitors of pemphigus antibody binding to DSG3, primary screen, biochemical, bead-based, flow cytometry, scFv-GFP | actives 0.48% (n = 310,000) | binding (percent of control), % at 10 µM | DSG3-coupled beads, scFv-anti-DSG3-GFP binding; active compounds read low | AID 588358, 2011;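 active = binding more than 3 SD below its plate's average and above zero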;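 also: hits lower antibody fragment binding to DSG3; some compounds called inactive have numbers as strong as hits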
OPRM1-OPRD1 inv – inverse agonists of MOR-DOR heterodimerization, primary screen, cell-based, luminescence; inhibition, % at 9.3 µM; Mu-type opioid receptor (Homo sapiens) + Delta-type opioid receptor (Homo sapiens), …; cell-based MOR-DOR heterodimer luminescence, inverse agonism; actives 0.21% (n = 340,000); in the data active = inhibition above about 22%, passing the limit was not always enough;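 also: 0% = cells with DMSO and 100% = wells without cells with DMSO; values of inactives mirror those of a sister screen read the other way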
PfHsp90 set2 – growth inhibition of PfHsp90-expressing yeast, primary screen, antimalarial PfHsp90 inhibitor project, S. cerevisiae, BacTiter-Glo luminescence, single point, set 2; BacTiter-Glo ATP, 48 h; yeast lacking PDR1 and PDR3 efflux regulators; inhibition, % at 9.4 µM; actives 0.32% (n = 310,000);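 active = every replicate shows inhibition above about 80%, whatever the replicate mean, limit read from the data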;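 also: 0% = DMSO neutral controls and 100% = 20 µM radicicol positive controls; yeast relying on Plasmodium falciparum Hsp90 in place of its own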
Arr AP2 block – inhibitors of beta-arrestin/AP2 binding, primary screen, biochemical, GPCR trafficking, flow cytometry; actives 0.31% (n = 340,000); AID 504490, 2011; inhibition, % at 10 µM; FITC-arrestin peptide / GST-AP2 beads; AP2 beta2 appendage carries R879A mutation;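 active = inhibition above a set limit, near 3 SD of compounds lacking own fluorescence, cut at about 54% in these data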;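 also: plate controls were DMSO wells for no effect and 5 µM unlabelled arrestin peptide for full effect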
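System: GST-AP2 R879A glutathione beads | Also added: FITC-arrestin peptide, 50 nM | Times: 12 min plus 1 h, RT | Signal: Bead flow cytometry, FITC channel | Buffer or medium: PBS with 0.05% Tween 20 and 0.1% BSA | Read-out basis: Percent drop in bead-associated FITC signal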
phage Ecoli inh – growth loss of phage-infected E. coli, primary screen, RecBCD inhibitor project, absorbance, with phage, HTS. inhibition, % at 11.9 µM. actives 0.26% (n = 360,000). AID 651602, 2012; in the data active = inhibition above about 11%
Ecoli viability – E. coli V3065 growth inhibition, primary screen, counter-screen for AddAB inhibitor project, absorbance, OD600; 18 h; inhibition, % at 11.9 µM; actives 0.27% (n = 330,000); AID 449728, 2010;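 active = inhibition above the campaign's mean inhibition across all tested compounds plus 3 SD, cut at about 9.9% in these data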;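 also: uninfected addAB+ strain grown without phage in ampicillin broth; 0% = DMSO wells and 100% = ciprofloxacin 0.95 µg/ml wells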
Tat export inh – E. coli Tat export inhibitors, primary screen, MC4100, TorA-mCherry reporter, fluorescence, single point; actives 0.036% (n = 340,000); inhibition, % at 10 µM;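 active = mean replicate inhibition at least 50% and at least half of replicates individually reaching 50%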;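 also: exported cargo escapes ClpAP degradation while cytoplasmic cargo is degraded and loses fluorescence; 0% = median of neutral control wells and 100% = median of NaSCN control wells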
* = called active by the depositor; . = no result given.

#	Compound	PKA-R1A act	MOR-DOR ag	AddAB inh	SUMO Mot1 rescue	DSG3 Ab inh	OPRM1-OPRD1 inv
1	O=C(NNc1ccc(F)cc1F)c1c(F)cccc1Cl	-6	-2.0	-0.1	13	.	10
2	CSCc1cc(N(C)C)nc(SCc2ccc(Cl)cc2Cl)n1	-9	1.2	2.3	22	107	-7
3	O=C1c2cccc3cccc(c23)C(=O)N1CCCSc1ncn[nH]1	0	0.4	-1.3	-10	95	-2
4	CCN=C1SC(CC(=O)Nc2ccc(C)cc2)C(=O)N1CC (stereo unspecified)	0	1.6	0.4	238	106	-8
5	Cc1cc(NC(=O)CN2C(=O)NC(CCc3ccccc3)C2=O)no1 (stereo unspecified)	-5	-1.0	1.7	.	97	6
6	CC(=O)Nc1ccc(NC(=O)c2cc[n+]([O-])cc2)cc1	7	-3.2	3.9	3	112	17
7	CN(C(=O)c1cccnc1)c1nnc(-c2cnccn2)s1	-4	-1.0	-0.3	1	93	6
8	CC1Cc2cc(/C(O)=C3/C(=O)C(=O)N(CCN4CCOCC4)C3c3ccc(N(C)C)cc3)ccc2O1 (stereo unspecified)	-10	-2.3	2.4	12	106	12
9	CCOC(=O)C(C)c1nc2ccccc2[nH]c1=O (stereo unspecified)	3	0.9	1.4	-3	102	-5
10	COC(=O)c1cc(=O)n(CCc2ccccc2)c(=Nc2ccc(F)cc2)s1	-1	-0.6	99*	23	97	3
11	c1ccn2cc(-c3ccc4c(c3)OCCO4)nc2c1	8	-0.7	0.3	128	111	4
12	COc1ccccc1-c1nnc(NC(=O)c2ccccc2F)o1	-6	-2.5	-1.6	21	103	15

#	PfHsp90 set2	Arr AP2 block	phage Ecoli inh	Ecoli viability	Tat export inh
1	-6	1	1.5	0.3	-1
2	-32	-7	1.2	1.1	2
3	4	-14	2.0	-0.8	-7
4	-14	-2	1.3	3.4	-1
5	0	18	1.2	2.1	0
6	-63	2	-1.3	2.8	0
7	-8	25	1.4	-0.8	-3
8	5	1	2.8	-0.1	-1
9	-16	3	-0.8	2.5	2
10	-3	2	2.0	99*	4
11	40	58*	5.8	0.6	-2
12	-17	-6	-0.2	-7.5	-5

Continuation:
#	Compound	PKA-R1A act	MOR-DOR ag	AddAB inh	SUMO Mot1 rescue	DSG3 Ab inh	OPRM1-OPRD1 inv
13	COc1cc(NC(=O)C2CC(c3c(F)cccc3Cl)=NO2)c(OC)cc1Cl (stereo unspecified)	5	1.1	0.7	-7	99	-6
14	COc1ccc(C/C(C)=N/NC(=S)Nc2ccccc2)cc1	5	-0.3	3.6	-20	95	2
15	CC[n+]1oc(-c2ccccc2)cc1C	2	-2.0	3.9	4	99	11
16	CN1C(=O)C(C)(C)c2cc(S(=O)(=O)N3CCCC(C(=O)NCc4ccc(F)cc4)C3)ccc21 (stereo unspecified)	8	-1.1	-2.5	112	83	6
17	Cc1cc(Cl)ccc1OC(C)C(=O)NC(C)C1CCCO1 (stereo unspecified)	7	-0.6	2.8	5	119	3
18	Cc1cccn2c(=O)c3cc(C(=O)NC(C)c4ccccc4)c(=N)n(CCCn4ccnc4)c3nc12 (stereo unspecified)	2	-1.8	0.2	82	100	9
19	CCS(=O)(=O)N1Cc2ccccc2CC1C(=O)Nc1ccc(OC)c(OC)c1 (stereo unspecified)	2	-0.9	2.3	-1	.	6
20	CCNC(=O)CN(c1ccccc1)S(=O)(=O)c1ccc(Cl)cc1	-2	-1.1	1.6	4	65	6
21	CCCCN1C(=O)C2ON(c3ccccc3C)C(c3ccco3)C2C1=O (stereo unspecified)	6	5.3	0.2	6	109	-30
22	CC(C)Cn1c(=S)[nH]c2cc(Cl)ccc21	-14	4.8	6.0	-4	.	-22
23	COc1ccc(C2=NOC(C(=O)Nc3ccc4c(c3)OCCO4)C2)cc1OC (stereo unspecified)	-6	-2.9	-0.7	-1	115	13
24	O/N=C(/CCc1ccccc1)C1(O)CCCCC1	-1	1.4	0.6	-2	102	-8

#	PfHsp90 set2	Arr AP2 block	phage Ecoli inh	Ecoli viability	Tat export inh
13	-40	-9	1.8	2.0	4
14	4	21	6.8	-1.6	-2
15	0	23	2.1	4.0	3
16	-45	-9	0.2	-0.8	2
17	34	-12	1.0	2.6	11
18	1	0	1.3	-2.5	1
19	-39	-2	-2.5	-2.1	1
20	-5	25	0.5	-0.1	-3
21	-2	-8	.	0.2	9
22	-7	14	4.6	-1.4	1
23	3	3	1.0	1.6	-7
24	-64	-2	3.1	-0.4	-10

The list continues:
#	Compound	PKA-R1A act	MOR-DOR ag	AddAB inh	SUMO Mot1 rescue	DSG3 Ab inh	OPRM1-OPRD1 inv
25	COC(=O)c1ccccc1NC(=O)c1cc2ncc(Br)cn2n1	-2	-2.9	1.4	8	.	12
26	COc1ccccc1NC(=O)c1ccc(COc2ccccc2OC)cc1	0	0.3	3.1	-1	105	-1
27	COC(=O)c1cc(Br)c(=O)n(CCc2ccccc2)c1	-5	-0.4	4.4	-19	103	2
28	CCn1c(CNC(=O)c2cccc(C)c2)nnc1SCC(=O)NC1CCCCC1C (stereo unspecified)	-2	-1.2	0.3	0	112	7
29	CC(=O)N1CCN(C(=O)c2cc(=O)c3ccccc3o2)CC1	-11	1.4	3.8	-1	98	-11
30	CCC(C)N(C(=O)c1csnn1)C(C(=O)NC(C)(C)C)c1ccccc1 (stereo unspecified)	-5	0.0	0.2	0	.	0
31	COc1ccc(OCc2cc(C(=O)NC3Cc4ccccc4C3)no2)c(Cl)c1	2	0.3	3.2	-5	106	-2
32	COc1cccc(/C=N/NC(=O)C(=O)NCc2cccnc2)c1	5	-0.7	1.6	-6	102	4
33	Cc1cccc(C(=O)N2CCCCCC2)c1	-2	-1.6	0.8	5	101	9
34	c1ccc(N2CCN(Cc3ccc4c(c3)OCO4)CC2)nc1	.	.	-0.3	-4	100	.
35	Cc1cccc(NC(=O)CN(C)S(=O)(=O)c2ccc3c(c2)n(C)c(=O)c(=O)n3C)c1C	-10	-2.8	2.0	7	.	15
36	Cc1cc(C(=O)NC2CC(C)(C)Cc3c2cnn3-c2ccccc2C)c(C)o1 (stereo unspecified)	-6	0.8	3.0	-1	107	-4

#	PfHsp90 set2	Arr AP2 block	phage Ecoli inh	Ecoli viability	Tat export inh
25	1	2	-0.4	-1.6	4
26	19	-9	-1.6	-1.3	4
27	-18	20	3.0	0.0	-4
28	4	7	0.5	1.1	2
29	1	28	1.1	-0.6	0
30	7	2	4.2	-1.9	6
31	-3	31	2.7	2.3	-3
32	-16	2	0.3	-0.2	-1
33	-2	21	0.3	-3.2	1
34	.	1	0.1	-1.1	.
35	7	-4	1.6	-1.5	-6
36	5	19	0.9	-1.0	2

More entries:
#	Compound	PKA-R1A act	MOR-DOR ag	AddAB inh	SUMO Mot1 rescue	DSG3 Ab inh	OPRM1-OPRD1 inv
37	Cc1nc2ccccc2nc1N1CCCCC1	-22	-2.0	.	.	106	11
38	CC(C)c1ccc(NC(=O)[C@@H]2CCC(=O)N2C2OC(=O)c3ccccc32)cc1 (stereo partly specified)	15	0.1	0.7	-7	99	-1
39	CCOC(=O)C1CCN(C(=O)Cc2ccccc2OC)CC1	0	-4.5	2.8	-17	103	22
40	CN(C)N1C(N)=C(C#N)C(c2cccc3ccccc23)C2=C1CC(c1ccccc1)CC2=O (stereo unspecified)	5	-4.5	0.4	-20	93	27
41	O=C(ON=C1CCN(c2ccc([N+](=O)[O-])cc2)CC1)c1ccccc1	0	-1.2	3.1	-4	100	6
42	OCC[C@H]1C[C@@H](O)[C@H](O)[C@]2(CCCCO2)O1	-13	-0.8	3.9	-2	98	4
43	CCOC(=O)c1cc(C(=O)n2cc(Cl)cn2)nn1C	-2	-0.6	-0.7	14	128	4
44	COc1cccc(OCCOc2cccc(/C=N/n3cnnc3)c2)c1	-5	-1.6	2.6	-3	94	8
45	Cc1cc(CSc2ccccc2)ccc1NC(=O)c1ccc(Br)cc1	-5	-0.3	1.7	3	106	2
46	O=C(COc1ccc2ccccc2c1)Nc1nc2ccccc2[nH]1	0	13	-0.3	-1	115	-72
47	Cc1nnc(SCC(=O)Nc2ccc(Br)cc2)n(N)c1=O	-20	-2.8	3.7	-9	43	15
48	O=C(NN=C(Cc1ccccc1)Cc1ccccc1)c1ccccc1F	3	-1.8	2.0	-6	121	9
49	COc1ccc(-n2nc(C(=O)NCC(=O)O)c3ccccc3c2=O)cc1	1	-2.3	1.8	8	91	10
50	Cc1oc(/C=N/NC(=O)CN(c2ccccc2Cl)S(C)(=O)=O)cc1Br	0	-1.4	1.2	-12	.	7
51	CCCOc1cccc(-c2cc(C(=O)N/N=C/c3ccccn3)c3ccccc3n2)c1	-9	-6.1	.	4	114	34

#	PfHsp90 set2	Arr AP2 block	phage Ecoli inh	Ecoli viability	Tat export inh
37	23	16	2.1	.	-11
38	-12	11	6.0	-1.2	0
39	1	30	2.3	0.2	-3
40	7	27	3.5	3.4	4
41	-25	7	4.0	-1.3	3
42	12	4	0.6	2.4	6
43	-3	14	1.8	0.7	-13
44	.	-12	2.6	0.2	4
45	-13	12	1.5	0.3	0
46	-7	-1	3.9	-2.7	4
47	-11	11	0.2	0.5	19
48	.	42	0.9	1.8	3
49	-20	2	0.9	-1.2	1
50	-9	5	-0.3	-1.0	7
51	-10	-5	-0.5	.	3

Five entries from above, sorted by heavy-atom count, descending.
#	Compound	PKA-R1A act	MOR-DOR ag	AddAB inh	SUMO Mot1 rescue	DSG3 Ab inh	OPRM1-OPRD1 inv
8	CC1Cc2cc(/C(O)=C3/C(=O)C(=O)N(CCN4CCOCC4)C3c3ccc(N(C)C)cc3)ccc2O1 (stereo unspecified)	-10	-2.3	2.4	12	106	12
3	O=C1c2cccc3cccc(c23)C(=O)N1CCCSc1ncn[nH]1	0	0.4	-1.3	-10	95	-2
7	CN(C(=O)c1cccnc1)c1nnc(-c2cnccn2)s1	-4	-1.0	-0.3	1	93	6
11	c1ccn2cc(-c3ccc4c(c3)OCCO4)nc2c1	8	-0.7	0.3	128	111	4
22	CC(C)Cn1c(=S)[nH]c2cc(Cl)ccc21	-14	4.8	6.0	-4	.	-22

#	PfHsp90 set2	Arr AP2 block	phage Ecoli inh	Ecoli viability	Tat export inh
8	5	1	2.8	-0.1	-1
3	4	-14	2.0	-0.8	-7
7	-8	25	1.4	-0.8	-3
11	40	58*	5.8	0.6	-2
22	-7	14	4.6	-1.4	1

From PubChem BioAssay
